# Source: PubChem
# FAS TE block = inhibitors of human fatty acid synthase thioesterase domain | P49327 | AID 602261 | hit rate 0.67% among 360,000 | recombinant FAS-TE, OMFH fluorogenic substrate, fluorescence endpoint | inhibition, % at 15 µM;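 active means compounds whose normalised, plate-corrected inhibition of enzyme fluorescence in the single-dose primary screen is 50% or more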;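 further: 0% = DMSO with enzyme and 100% = substrate without enzyme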
# Target sequence (P49327 whole entry, looked up, the tested form may be a part): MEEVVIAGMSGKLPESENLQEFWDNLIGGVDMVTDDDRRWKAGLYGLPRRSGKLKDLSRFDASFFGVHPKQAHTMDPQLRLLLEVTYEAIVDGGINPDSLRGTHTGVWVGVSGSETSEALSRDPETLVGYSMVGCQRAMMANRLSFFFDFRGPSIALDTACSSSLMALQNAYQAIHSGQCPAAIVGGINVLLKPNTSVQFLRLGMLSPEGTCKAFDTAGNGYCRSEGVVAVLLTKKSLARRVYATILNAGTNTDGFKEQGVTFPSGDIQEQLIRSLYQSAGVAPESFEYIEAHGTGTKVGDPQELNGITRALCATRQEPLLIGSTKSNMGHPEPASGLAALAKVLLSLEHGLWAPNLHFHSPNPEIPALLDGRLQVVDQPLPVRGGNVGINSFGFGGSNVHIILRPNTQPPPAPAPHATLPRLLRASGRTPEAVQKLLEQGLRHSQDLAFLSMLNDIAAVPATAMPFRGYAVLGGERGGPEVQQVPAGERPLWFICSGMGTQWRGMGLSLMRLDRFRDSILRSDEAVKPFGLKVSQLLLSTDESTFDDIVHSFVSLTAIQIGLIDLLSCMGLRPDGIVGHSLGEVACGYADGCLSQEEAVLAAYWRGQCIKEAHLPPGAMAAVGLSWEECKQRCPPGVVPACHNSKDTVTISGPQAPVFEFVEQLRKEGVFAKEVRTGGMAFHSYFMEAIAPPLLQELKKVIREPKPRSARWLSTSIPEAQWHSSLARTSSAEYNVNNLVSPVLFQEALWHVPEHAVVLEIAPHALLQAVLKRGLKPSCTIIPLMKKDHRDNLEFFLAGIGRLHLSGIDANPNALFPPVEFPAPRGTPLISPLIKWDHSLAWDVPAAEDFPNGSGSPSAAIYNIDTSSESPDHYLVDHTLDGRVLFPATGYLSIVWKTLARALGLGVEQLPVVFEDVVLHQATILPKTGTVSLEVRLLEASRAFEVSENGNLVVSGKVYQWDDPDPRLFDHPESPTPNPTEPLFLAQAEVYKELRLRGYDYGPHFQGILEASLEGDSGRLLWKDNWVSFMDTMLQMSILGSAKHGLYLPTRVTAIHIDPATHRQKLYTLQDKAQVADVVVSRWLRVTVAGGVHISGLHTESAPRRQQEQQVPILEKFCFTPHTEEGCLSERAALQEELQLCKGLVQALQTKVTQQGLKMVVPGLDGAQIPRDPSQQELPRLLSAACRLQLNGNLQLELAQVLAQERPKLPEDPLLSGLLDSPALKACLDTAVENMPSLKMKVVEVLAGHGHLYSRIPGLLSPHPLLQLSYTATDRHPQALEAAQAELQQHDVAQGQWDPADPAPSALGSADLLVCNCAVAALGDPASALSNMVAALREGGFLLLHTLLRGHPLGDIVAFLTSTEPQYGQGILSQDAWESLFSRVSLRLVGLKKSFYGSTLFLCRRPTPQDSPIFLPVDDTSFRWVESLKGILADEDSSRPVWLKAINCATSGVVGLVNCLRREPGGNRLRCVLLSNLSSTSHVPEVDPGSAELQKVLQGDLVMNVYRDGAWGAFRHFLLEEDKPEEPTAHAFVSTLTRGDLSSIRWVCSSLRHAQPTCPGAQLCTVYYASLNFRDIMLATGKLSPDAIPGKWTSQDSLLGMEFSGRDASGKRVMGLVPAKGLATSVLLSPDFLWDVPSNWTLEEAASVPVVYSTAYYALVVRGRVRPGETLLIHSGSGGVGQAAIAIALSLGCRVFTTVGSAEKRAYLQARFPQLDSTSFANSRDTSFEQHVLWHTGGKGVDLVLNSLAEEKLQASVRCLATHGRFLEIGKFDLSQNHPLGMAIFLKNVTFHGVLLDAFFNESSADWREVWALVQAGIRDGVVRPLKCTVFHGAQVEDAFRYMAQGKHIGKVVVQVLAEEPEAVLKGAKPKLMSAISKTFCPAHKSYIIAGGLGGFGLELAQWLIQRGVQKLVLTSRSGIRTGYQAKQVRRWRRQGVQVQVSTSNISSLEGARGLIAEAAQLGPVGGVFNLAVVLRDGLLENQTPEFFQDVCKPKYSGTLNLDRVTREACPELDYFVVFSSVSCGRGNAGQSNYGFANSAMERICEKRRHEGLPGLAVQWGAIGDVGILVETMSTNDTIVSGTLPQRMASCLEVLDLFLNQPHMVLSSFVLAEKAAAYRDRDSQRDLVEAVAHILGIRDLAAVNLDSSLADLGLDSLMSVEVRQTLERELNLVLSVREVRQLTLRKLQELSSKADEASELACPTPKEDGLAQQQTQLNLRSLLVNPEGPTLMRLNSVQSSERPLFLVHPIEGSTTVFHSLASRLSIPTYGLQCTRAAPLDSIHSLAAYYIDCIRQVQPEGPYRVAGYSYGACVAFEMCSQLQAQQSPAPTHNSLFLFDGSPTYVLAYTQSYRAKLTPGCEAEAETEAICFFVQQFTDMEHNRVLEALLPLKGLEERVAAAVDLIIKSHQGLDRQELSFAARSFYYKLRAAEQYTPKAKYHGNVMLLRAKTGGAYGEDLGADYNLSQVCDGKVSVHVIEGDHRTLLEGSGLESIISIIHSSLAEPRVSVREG
# PABP1 MLLE inh = blocks PAM2 peptide binding to the PABP1 MLLE domain; P11940; GST-MLLE / FITC-PAM2 fluorescence polarization; inhibition, % at 20 µM; hit rate 0.36% among 360,000; AID 588489; in the data active means inhibition above about 35%, passing the limit was not always enough;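 further: plate controls were DMSO wells with GST-MLLE for no effect and wells lacking GST-MLLE protein for full effect; some results filed as inactive read as strong as hits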
# Rpn11 block = blocks the human proteasome subunit Rpn11. AID 588493. O00487. hit rate 0.59% among 360,000. human 26S proteasome, Ub4-pepOG fluorescence polarization; 20S core pre-blocked with epoxomicin. calls only at 20 µM;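 active means inhibition at 20 µM, scaled to each plate's controls, above about 33%, limit read from the data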
# Rin1-Abl PPI inh = inhibitors of human Rin1-Abl protein interaction; P00519+Q13671; TR-FRET Rin1/Abl binding, biochemical; inhibition, % at 7.35 µM; hit rate 0.4% among 360,000; in the data active means inhibition above about 5%, passing the limit was not always enough
# SKN-1 block = C. elegans SKN-1 inhibition | C. elegans VP596 Pgst-4::GFP/RFP ratio, acrylamide-induced, 24 h | inhibition, % at 21.8 µM | hit rate 0.49% among 360,000 | AID 624304;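 active means interference check ratio from 0.5 to 1.5 plus GFP to RFP signal ratio inhibition reaching or exceeding a fixed threshold, cut at about 30% in these data, passing the limit was not always enough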; further: some compounds called inactive have numbers as strong as hits
# NadD block = blocks S. aureus nicotinate mononucleotide adenylyltransferase; inhibition, % at 20 µM; hit rate 0.78% among 360,000; AID 602399; purified NadD enzyme, colorimetric absorbance read-out; in the data active means inhibition above about 26%; further: some compounds past the cut are filed as inactive
# MT1-MMP act inh = inhibitors of human MT1-MMP activation. GFP/RFP ratio change, % at 20 µM. HT1080 RFP-PRO-GFP cells, GFP/RFP ratio fluorescence, overnight; percent of plate control window, DMSO zero. hit rate 0.061% among 360,000. P50281;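 active means GFP/RFP ratio change of at least 30% with cell ATP level not reduced by more than half and red fluorescence within 50% of control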; further: strong numbers were not always called active
#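 Assay system – RFP-PRO-GFP reporter HT1080 cells · Compound dosing – single dose of 20 µM compound, 1% DMSO final · Incubation – overnight compound exposure at 37 °C · Measure – GFP/RFP fluorescence ratio · Benchmarks – DMSO wells and RFP-L50D-GFP cells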
# CSN inh = CSN deneddylation inhibition | Q92905 | inhibition, % at 12.5 µM | Purified CSN, SCF-Nedd8-OG deneddylation, fluorescence polarization | hit rate 0.38% among 360,000;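 active means pattern-corrected inhibition above about 35%, with an unprinted fluorescence ratio check between 0.5 and 1.5, limit read from the data, passing the limit was not always enough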;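 further: 0% = enzyme with substrate and 100% = substrate without enzyme; some results filed as inactive read as strong as hits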
#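 Assay system: HEK293T-derived human Csn5 enzyme; quantity: 0.24 nM enzyme; medium: Tris/NaCl/DTT buffer, pH 7.5; also added: substrate SCFSkp2-Nedd8OG, 10 nM; doses: 12.5 µM compound; schedule: 90 min reaction at room temperature; signal: FP; read-out: % inhibition of substrate cleavage by Csn5; benchmarks: substrate-only high control, full reaction low control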
# Neddylation inh = cullin neddylation inhibition; P61081+Q13564; TR-FRET cullin neddylation, biochemical; calls only at 25 µM; hit rate 0.58% among 360,000; AID 651699; in the data active means inhibition above about 36%
# * marks the source's active call; other numbers are inactive results; i = inactive; x = not tested or not shown.
SMILES,FAS TE block,PABP1 MLLE inh,Rpn11 block,Rin1-Abl PPI inh,SKN-1 block,NadD block,MT1-MMP act inh,CSN inh,Neddylation inh
COc1cc(C2=NOC(C(=O)Nc3cc(C)on3)C2)cc(OC)c1OC (stereo not given),-7,4,i,-2,-3,-3,11,3,i
CCOc1ccccc1N1C(=O)c2ccc(C(=O)O)cc2C1=O,-5,-7,i,4,-17,-2,4,0,i
O=C1CCCN1CCCNc1ncnc2sccc12,-10,2,i,0,1,-7,-1,1,i
COc1ccc(NC(=O)CCCC2=NS(=O)(=O)c3ccccc3N2)cc1,-8,10,i,3,1,-4,3,-1,i
CCOC(=O)c1sc(N(C)C)nc1-c1ccccc1,-1,29,i,-4,-14,2,-15,-4,i
CC(C)(C)C(=O)NC1CC2CCCC(C1)N2C(=O)Nc1cccc(Cl)c1 (stereo not given),-7,-5,i,-1,-3,4,-1,5,i
COCCSc1nc2sc3c(c2c(=O)n1-c1ccccc1)CCN(C)C3,-17,-5,i,-7,4,0,-8,1,i
CCN(CC)CCOc1ccc(C=NNc2nc3c([nH]2)c(=O)n(C)c(=O)n3C)cc1,-2,-2,i,-2,-7,0,-3,-4,i
O=C1CC(Nc2ccc(N3CCOCC3)cc2)C(=O)N1CCc1ccccc1 (stereo not given),-6,5,i,0,-11,-4,7,3,i
COCCNC(=S)NN=C1CCCCC1,-4,-11,i,-5,0,-1,-1,-7,i
O=C(CN(C(=O)CCC(=O)Nc1nccs1)c1ccc(F)c(Cl)c1)NCc1ccco1,1,9,i,0,-3,-3,-5,-1,i
O=C(CN1CCN(c2ccccn2)CC1)Nc1ccc(F)c(F)c1,-6,0,i,4,19,1,1,-5,i
O=C1CC(C(=O)N(c2ccc(F)cc2)C(C(=O)NC2CCCC2)c2ccccn2)CS1 (stereo not given),1,6,i,1,-25,11,3,1,i
COc1cc(S(=O)(=O)NCc2ccncc2)c(OC)cc1C,-5,1,i,0,6,2,0,0,i
C=CCn1c(SCC(=O)OCC)nc(C(F)(F)F)cc1=O,-8,5,i,2,4,-1,1,-2,i
Cc1ccc(S(=O)(=O)NC(C)C(=O)OCC(=O)N(C)c2ccccc2)cc1 (stereo not given),-5,2,i,3,-8,-2,-3,2,i
Cc1ccnc(Nc2nc(-c3ccc(F)cc3)cs2)c1,39,21,i,-2,9,5,5,1,i
COc1ccc(S(=O)(=O)N2CCCCCC2)cc1C(=O)N(C)CCOc1ccccc1,6,8,i,-2,-9,5,-3,4,i
C/C=C/c1ccc(OCCCCOc2ccccc2F)c(OC)c1,24,-2,i,-2,3,6,1,2,i
COc1ccc(CNC(=S)NC2CCCC2)cc1,-13,-40,i,1,15,4,-6,-3,i
C=CCN(CC=C)Cc1c(O)ccc2c1oc(=O)c1ccccc12,2,6,i,-6,8,10,1,-3,i
Nc1nc(N)nc(C2C=CCCC2)n1 (stereo not given),-8,-12,i,2,5,0,-2,-2,i
Cc1cccc(-c2nc(CN3CCCC(C(=O)NC4CCCCCC4)C3)c(C)o2)c1 (stereo not given),8,0,i,3,0,0,-9,0,i
CCOc1ccc(CCNC(=O)c2ccc(CS(=O)Cc3cccc(Cl)c3)o2)cc1 (stereo not given),0,-15,i,3,14,1,3,-5,i
Cc1cc2oc(=O)cc(CN3CCCc4ccccc43)c2cc1C,-30,-27,x,-1,15,18,-67,7,i
SMILES,FAS TE block,PABP1 MLLE inh,Rpn11 block,Rin1-Abl PPI inh,SKN-1 block,NadD block,MT1-MMP act inh,CSN inh,Neddylation inh
O=C(OCn1nnc2ccccc2c1=O)c1ccc2ncsc2c1,9,7,i,5,-7,-1,-8,-2,i
O=C(Cc1ccsc1)Nc1ccc(Cl)cc1Cl,2,-7,i,0,-3,-4,-4,2,i
CC(C)C[C@H]1CNC(=O)C(=O)N1CC1CCN(CCc2ccccc2)CC1,-11,-11,i,0,13,-8,3,-3,i
CCc1oc(C(=O)O)cc1COC,-9,-2,i,4,-28,-2,-1,2,i
CCCC(=O)c1c[nH]c(C(=O)N2CCOCC2)c1,-8,8,i,1,-2,-8,-2,6,i
CC1(c2ccc(Cl)cc2)NC(=O)N(CC(=O)Nc2ccc(N3CCCCC3)cc2)C1=O (stereo not given),0,-6,i,3,1,3,7,-3,i
CN1CCN(C(=O)c2ccc(-c3cnn(C)c3)c3ccoc23)CC1,-6,6,i,2,0,-3,0,-4,i
CC(C)C(=O)NNC(=O)c1cc2sccc2s1,-1,12,i,1,-15,-3,-3,-3,i
COc1ccccc1Oc1ccc(S(=O)(=O)N2CCOCC2)cc1S(=O)(=O)N1CCOCC1,4,16,i,1,-6,-3,-2,-3,i
O=C(Cc1ccc2c(c1)CCCC2)Nc1ccccc1Br,21,38*,i,0,0,-2,1,1,i
O=C(Cc1nc(-c2ccc([N+](=O)[O-])cc2)cs1)Nc1ccccc1,42,5,i,0,2,-6,2,3,i
CCCn1c(SCC(=O)NC(C)(C)C)nnc1-c1ccco1,-3,-4,i,4,7,-2,2,-1,i
Cc1cc(NC(=O)Cn2cnc3c(nnn3-c3cccc(F)c3)c2=O)no1,-1,18,i,-4,1,-5,-2,-5,i
COC(=O)c1ccc(COC(=O)CNC(=O)c2ccc(C)s2)cc1,-2,-5,i,-1,-11,-4,-4,-4,i
Cc1ccc(OCCNC(=O)c2ccc3c(c2)OCO3)cc1,3,-17,i,2,-1,0,0,0,i
O=C(CCn1cnc2ccccc2c1=O)Nc1ccc(Cl)c(Cl)c1,-8,-25,i,2,-6,1,-1,6,i
Oc1c(N=NC(=S)Nc2ccccc2F)c2ccccc2n1Cc1ccc(F)cc1,30,30,i,1,19,13,0,-3,i
Cc1nc2ccccc2n1C(C)c1nc2ccccc2n1CC(=O)c1ccc(OC(F)(F)F)cc1 (stereo not given),x,x,x,x,-2,x,2,-4,i
CCC(C)NC(=O)c1ccc(NC(=O)CC2SC(N3CCCCC3)=NC2=O)cc1 (stereo not given),-6,3,i,-2,-7,3,1,1,i
Cc1cc(C)c2nc(NC(=O)c3ccc4c(c3)OCO4)sc2c1,-6,-3,i,-1,5,6,x,-6,i
C/C(=N\NC(=O)c1ccccc1Br)c1ccc(N2CCOCC2)cc1,-2,-1,i,-5,1,-1,11,4,i
COc1ccc(CCNC(=O)C2CCN(C(=O)c3ccc(F)cc3)CC2)cc1,-8,3,i,-2,4,-2,0,-1,i
Cc1ccc(S(=O)(=O)N2CCN(C(=O)CN3C(=O)c4ccc([N+](=O)[O-])cc4C3=O)CC2)c(C)c1,13,-1,i,2,10,2,2,-1,i
CSc1nnc(NC(=O)C2CCCCC2)s1,0,9,i,-3,-5,6,-3,1,i
CC1(C)Cc2c(C#N)c(N3CCOCC3)nc(-c3ccccc3)c2CO1,8,1,i,-1,9,5,-4,-5,x

# Taken from above:
# `C=CCN(CC=C)Cc1c(O)ccc2c1oc(=O)c1ccccc12` in NadD block = 10
# `CN1CCN(C(=O)c2ccc(-c3cnn(C)c3)c3ccoc23)CC1` in CSN inh = -4
# `COCCNC(=S)NN=C1CCCCC1` in CSN inh = -7

# (cont.)
SMILES,FAS TE block,PABP1 MLLE inh,Rpn11 block,Rin1-Abl PPI inh,SKN-1 block,NadD block,MT1-MMP act inh,CSN inh,Neddylation inh
CCCCc1cc(=O)oc2cc(OCC(=O)NC3CCN(Cc4ccccc4)CC3)ccc12,2,-11,i,-2,-12,-8,6,-1,i
CCOc1ccc(OCC(=O)N(C)c2c(N)n(Cc3ccccc3)c(=O)[nH]c2=O)cc1,-2,-17,i,3,-1,-2,-2,5,i
CCOCc1nnc(NC(=O)c2cc(OC)c(OC)cc2[N+](=O)[O-])s1,-9,14,i,0,0,2,3,-2,i
Cc1cc(NC(=O)COC(=O)COc2cccc3c2OC(C)(C)C3)no1,-10,1,i,1,11,-2,3,-3,i
Cc1ccc(C)c(N=Cc2c(O)c3ccccc3oc2=O)c1,2,1,i,-3,3,-10,-13,0,x
CCOC(=O)c1ccc(Nc2ccc(-c3ccc(OC)c(OC)c3)nn2)cc1,0,-3,i,2,5,-2,6,-4,i
CCn1nnnc1SCC(=O)N1CCCCC1,-5,7,i,0,-8,2,0,-1,i
COc1ccccc1-c1ccc(NC2CCCC2)nn1,-5,-14,i,-4,7,-3,4,5,i
Cc1c(NC(=S)NC(=O)c2sc3ccccc3c2Cl)cccc1C(=O)O,-4,30,i,-6,2,4,1,5,i
O=C1c2cccc3c([N+](=O)[O-])ccc(c23)C(=O)N1c1ccccn1,-198,2,i,-6,-25,-1,-241,-8,i
CCN(CC)c1nc(SCCOC(=O)Nc2ccccc2)nc(N(CC)CC)n1,29,-3,i,1,-7,4,-6,1,i
COc1ccc(NC(=O)N2CCCc3cccc(C)c32)cc1,-4,3,i,4,-5,-3,7,5,i
CN(C)CCNc1cc(-c2ccncc2)nc2ccccc12,-5,-14,i,-3,10,2,-1,-6,i
O=C(CSc1ccc(-c2ccco2)nn1)c1cccc([N+](=O)[O-])c1,9,29,i,-3,-3,13,8,24,i
CC(Sc1nncs1)C(=O)NC1CCCCC1C (stereo not given),2,2,i,2,-3,0,2,5,i
N#C/C(=C\c1ccccc1)C(=O)NCCN1CCOCC1,-2,0,i,1,-11,0,1,-1,i
O=S(=O)(NCc1cc(-c2ccccc2Cl)no1)c1ccccc1,3,-8,i,-1,-1,-5,-2,-2,i
CCOC(=O)N1CCN(C(=O)CN2C(=O)c3ccccc3S2(=O)=O)CC1,-3,-10,i,-2,18,4,0,-3,i
Cn1nc(NC(=O)C2CCC2C(=O)O)c2c(F)cccc21 (stereo not given),-5,-7,i,0,-1,6,-8,3,i
CCCCN(C(=O)CCSc1ccc(F)cc1)c1c(N)n(Cc2ccccc2)c(=O)[nH]c1=O,-4,4,i,1,7,3,-8,1,i
Nc1nc2nc(-c3ccccc3)cc(=O)n2[nH]1,-12,-3,i,1,6,-1,4,3,i
Cn1c(NC(=O)c2ccccc2NC(=O)C(C)(C)C)nc2ccccc21,19,2,i,0,11,5,2,1,x
CCSc1nnc(NC(=O)CSc2nnc(Cc3cccn3C)n2CCc2ccccc2)s1,4,-20,i,2,3,-1,7,4,i
COc1ccc(S(=O)(=O)Nc2ccccc2N2CCOCC2)cc1[N+](=O)[O-],7,-4,i,1,5,0,2,-10,i
CCCC(=O)Nc1ccc(NC(=O)c2ccccc2OC)cn1,-1,14,i,-1,23,-2,2,1,i
CCOC(=O)c1sc2nc(C)cc(C)c2c1N,-5,3,i,-6,-4,3,-2,5,x
COCCSc1nnc(NS(=O)(=O)c2ccc(C)cc2)s1,-2,6,i,1,0,-8,-4,-4,i
Cc1noc(C)c1NC(=O)Nc1cccc2c1O[C@H](CN(C)S(=O)(=O)c1ccc(F)cc1)[C@@H](C)CN([C@H](C)CO)C2=O,0,-7,i,0,-16,3,-2,1,i
CC1(C)S/C(=N/N=C/c2cccs2)NC1=O,-8,-27,i,-3,14,-8,1,-6,i

# Taken from the results shown (4 entries):
SMILES,FAS TE block,PABP1 MLLE inh,Rpn11 block,Rin1-Abl PPI inh,SKN-1 block,NadD block,MT1-MMP act inh,CSN inh,Neddylation inh
COc1ccc(NC(=O)N2CCCc3cccc(C)c32)cc1,-4,3,i,4,-5,-3,7,5,i
CN(C)CCNc1cc(-c2ccncc2)nc2ccccc12,-5,-14,i,-3,10,2,-1,-6,i
O=C(CSc1ccc(-c2ccco2)nn1)c1cccc([N+](=O)[O-])c1,9,29,i,-3,-3,13,8,24,i
CC(Sc1nncs1)C(=O)NC1CCCCC1C (stereo not given),2,2,i,2,-3,0,2,5,i
